Source: PubChem
PAFAH1B3 inh = blocks human PAF acetylhydrolase 1B catalytic subunit 3; recombinant PAFAH1B3, FP-rhodamine probe, fluorescence polarization; 0.28% of 340,000 active; Q15102; inhibition, % at 3.39 µM;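 active = inhibition above the screen-wide average of all tested compounds plus 3 SD, cut at about 25% in these data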;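 note: 0% = enzyme with DMSO only and 100% = wells lacking PAFAH1B3 protein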
Target sequence (Q15102 whole entry, looked up): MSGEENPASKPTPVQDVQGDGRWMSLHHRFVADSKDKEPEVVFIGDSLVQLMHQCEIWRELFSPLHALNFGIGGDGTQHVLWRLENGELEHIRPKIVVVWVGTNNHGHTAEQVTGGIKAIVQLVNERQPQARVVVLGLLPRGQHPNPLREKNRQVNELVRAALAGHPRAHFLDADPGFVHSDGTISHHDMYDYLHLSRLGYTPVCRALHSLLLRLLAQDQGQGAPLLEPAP
PAFAH2 inh = inhibitors of human PAFAH2; Q99487; AID 492956; inhibition, % at 3.39 µM; recombinant PAFAH2, FP-rhodamine activity probe, fluorescence polarization; 0.99% of 340,000 active;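 active = inhibition above the mean over all tested compounds plus 3 SD, cut at about 30% in these data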;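 note: inhibitors block probe labeling of enzyme so polarization drops; 0% = enzyme with DMSO and 100% = wells lacking PAFAH2 protein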
Numbers without * were called inactive; & = joins results of further samples.

SMILES	PAFAH1B3 inh	PAFAH2 inh
CC12CC3CC1C(C(=O)O2)C3C(=O)O (configuration not stated)	2	-4
CC(Oc1ccc2ccccc2c1)C(=O)NNC(=O)Nc1ccccc1 (configuration not stated)	3	-8
O=C(CNCc1ccc(Cl)cc1)Nc1cc(S(=O)(=O)N2CCCC2)ccc1Cl	0	3
O=[N+]([O-])c1ccc(CC(Cl)c2ccccn2)cc1 (configuration not stated)	11	-2
CN1C(=O)C(Cl)(Cl)C(=O)c2ccccc21	6	1
Cc1ccccc1NC(=O)/C(C#N)=C/c1ccc[nH]1	-9	-3
O=C(Oc1cccc2c(O)cccc12)c1ccccc1Cl	2	1
Cc1ccc(C)c(COC(=O)c2cccc(S(=O)(=O)N3CCCC3)c2)c1	4	-2
CC(=O)Nc1ccc(NC(=O)COc2ccccc2C(=O)Nc2cccc(Cl)c2Cl)cc1	-3	1
CC(C)O/C(=N/S(=O)(=O)c1ccc(Cl)cc1)c1ccccc1	11	-1
CCOC(=O)[C@H]1[C@H]2COc3ccc(Br)cc3[C@H]2N2C(=O)CN(Cc3ccc(Cl)cc3)C(=O)[C@@]12C	9	-5
CC(=O)Nc1ccc2c(c1)C(=O)c1ccc(Cl)cc1-2	-2	-8

No new results follow: entries from further up.
SMILES	PAFAH1B3 inh	PAFAH2 inh
CC12CC3CC1C(C(=O)O2)C3C(=O)O (configuration not stated)	2	-4
CC(Oc1ccc2ccccc2c1)C(=O)NNC(=O)Nc1ccccc1 (configuration not stated)	3	-8

Reprinted at random: 4 entries already listed
SMILES	PAFAH1B3 inh	PAFAH2 inh
CC(Oc1ccc2ccccc2c1)C(=O)NNC(=O)Nc1ccccc1 (configuration not stated)	3	-8
CN1C(=O)C(Cl)(Cl)C(=O)c2ccccc21	6	1
CCOC(=O)[C@H]1[C@H]2COc3ccc(Br)cc3[C@H]2N2C(=O)CN(Cc3ccc(Cl)cc3)C(=O)[C@@]12C	9	-5
Cc1ccccc1NC(=O)/C(C#N)=C/c1ccc[nH]1	-9	-3

(further entries)
SMILES	PAFAH1B3 inh	PAFAH2 inh
CCC(=NN=C(CC)c1ccccc1O)c1ccccc1O	8	1
O=C(Nc1ccccc1)OCCOc1ccccc1Br	9	1
COC(=O)c1sc(N2C(=O)C(O)=C(C(=O)c3ccc(C)o3)C2c2ccc(OC)c(OC)c2)nc1C (configuration not stated)	-6	-5
COc1ccc2oc(C)c(C(=O)c3ccc(C)cc3)c2c1	3	6
N#Cc1ccc(CSc2ccc(S(=O)(=O)N3CCCCCC3)cn2)cc1	3	5
C[n+]1ccccc1/C=C/c1ccc2ncccc2c1	-2	3
CC(C)C(=O)Nc1nnc(S(=O)(=O)N(C)c2ccc(Cl)cc2)s1	2	7
COc1ccc(-c2c(C)nn3c(N4CCOCC4)cc(C)nc23)cc1OC	9	-5
CC(C)(C)OC(=O)N(CCc1ccccc1)Cc1ccccc1OCc1cccc(NC(=O)C2CC2)c1	-2	-13
CC(=O)CSc1nnc(-c2cnccn2)n1-c1ccccc1	4	-3
CCOC(=O)c1cnc2ccc(C(=O)OC)cc2c1NCCCN1CCOCC1	-3	12
C#CCOCCOCCOCCNc1nc(N2CCN(C(=O)Cn3cc(CCCCN)nn3)CC2)nc(N2CCN(C(=O)[C@H](C)n3cc(CCC(=O)O)nn3)CC2)n1	4	-2

Full records from above. Screens in order: PAFAH1B3 inh | PAFAH2 inh
CC(Oc1ccc2ccccc2c1)C(=O)NNC(=O)Nc1ccccc1 (configuration not stated) in the list: 3 | -8
O=C(Oc1cccc2c(O)cccc12)c1ccccc1Cl in the list: 2 | 1
CC(C)O/C(=N/S(=O)(=O)c1ccc(Cl)cc1)c1ccccc1 in the list: 11 | -1
C[n+]1ccccc1/C=C/c1ccc2ncccc2c1 in the list: -2 | 3

(next part)
SMILES	PAFAH1B3 inh	PAFAH2 inh
Cc1ccc(OCC(=O)NNC(=O)[C@@H]2CCCC[C@@H]2C(=O)O)c(Br)c1	-1	14
NC(=O)c1ccsc1NC(=O)CCS(=O)(=O)c1ccc(Cl)cc1	8	8
COc1ccc(CCNC(=O)c2ccc(NC(=O)CC3SC(N4CCCCC4)=NC3=O)cc2)cc1OC (configuration not stated)	2	0
CCOc1ccc(N(CC(=O)N2CCN(c3ccccc3OC)CC2)S(=O)(=O)c2ccc(C)cc2)cc1	5	7
Nc1c(C(=O)CSc2n[nH]c(-c3ccccc3)n2)c(=O)[nH]c(=O)n1C1CC1	6	8
O=C(Nc1ccc(C(=O)N2CCOCC2)cc1)C1CC1	9	-2
CCCCNC(=O)c1ccc2c(c1)S(=O)(=O)c1ccccc1C2=O	11	-8
O=C(Nc1ccc2c(c1)C(=O)c1ccccc1-2)c1ccccc1	6	5
Cc1ccc(NC(=S)N2CCN(S(=O)(=O)c3ccccc3)CC2)cc1C	4	-2
CC1CCCN(C(=O)CNC(=O)c2sc3ccccc3c2Cl)C1 (configuration not stated)	6	1
COCCN(C(=O)c1cc(S(=O)(=O)N2CCCCC2)ccc1Cl)c1c(N)n(CC(C)C)c(=O)[nH]c1=O	3	-5
O=[N+]([O-])c1ccc2cc[nH]c2c1	10	4
O=C(C1CC1)N1c2ccccc2Sc2ccccc21	-3	5
CCOc1ccccc1NC(=O)COC(=O)c1c(CC)noc1C	6	2
COc1ccc(OCCN2CCN(S(=O)(=O)c3ccccc3C#N)CC2)cc1	6	-6
CC1(C)NC(=S)NC1=S	4	1
S=C(NCc1ccccc1)Nc1ccc2ccccc2c1	8	2
C#CC1(O)CCC2C3CCc4cc(O)cc(C)c4C3CCC21C (configuration not stated)	-1	-9
O=S(=O)(N1CCCCC1)N1CCN(S(=O)(=O)N2CCCCC2)CC1	15	-2
CCc1ccc(CNC(=O)c2ccc(OC3CCN(C(=O)COC)CC3)cc2)nc1	-1	2
O=C(Nc1ccccc1N1CCCCC1)c1ccc([N+](=O)[O-])o1	-3	0
c1ccc2c(c1)oc1c(N3CCN(Cc4ccc5c(c4)OCO5)CC3)ncnc12	-3	-10
C[n+]1ccc(CC2C(=[N+]([O-])[O-])C=Nc3ncnn32)cc1 (configuration not stated)	-1	-3
CCOC(=O)C(=Cc1ccc2c(c1)OCO2)c1ccccc1	0	-6

Individual results from the entries so far.
Entry for O=C(Nc1ccccc1N1CCCCC1)c1ccc([N+](=O)[O-])o1 under PAFAH1B3 inh: -3
Entry for CCOc1ccccc1NC(=O)COC(=O)c1c(CC)noc1C under PAFAH1B3 inh: 6
Entry for COc1ccc(OCCN2CCN(S(=O)(=O)c3ccccc3C#N)CC2)cc1 under PAFAH2 inh: -6
Entry for CCOC(=O)C(=Cc1ccc2c(c1)OCO2)c1ccccc1 under PAFAH1B3 inh: 0
Entry for c1ccc2c(c1)oc1c(N3CCN(Cc4ccc5c(c4)OCO5)CC3)ncnc12 under PAFAH2 inh: -10
Entry for C[n+]1ccc(CC2C(=[N+]([O-])[O-])C=Nc3ncnn32)cc1 (configuration not stated) under PAFAH1B3 inh: -1
Entry for S=C(NCc1ccccc1)Nc1ccc2ccccc2c1 under PAFAH1B3 inh: 8

Remaining list, next part.
SMILES	PAFAH1B3 inh	PAFAH2 inh
Cc1ccc(S(=O)(=O)N2CCCCC2)cc1NS(=O)(=O)c1ccc(Cl)c(C(=O)O)c1	7	1
O=C(OCc1cc(=O)n2ccsc2n1)c1ccc(OC(F)F)cc1	-9	-2
Cc1ccc(CNC(=S)NC2CCCCC2)cc1	0	4
C=C(C)C(=O)N1CCN(C(=O)C(=C)C)c2ccccc21	8	-5
Cc1ccc(C(=O)OCC(=O)c2ccc(CC(=O)N3CCOCC3)s2)c(C)c1	5	7
CCOC(=O)COn1c(=O)c(-c2ccc(Br)cc2)[n+]([O-])c2ccccc21	5	-2
CCN(c1ccccc1)S(=O)(=O)c1cccc(C(=O)NCCOc2ccccc2OC)c1	-3	1
CC1=NN(C(N)=S)C(=O)C1N=Nc1cccc(C(=O)O)c1 (configuration not stated)	14	9
Cc1ccc(-n2ncc3c(=O)[nH]c(SCC(=O)N4CCC(C)CC4)nc32)cc1C	1	6
CN1CCN(C(c2ccc(F)cc2)c2ccc3cccnc3c2O)CC1 (configuration not stated)	7	3
CCN(c1ccccc1)S(=O)(=O)c1ccc(Cl)c(NC(=O)CN(C)Cc2cccc(F)c2)c1	-3	-1
CC(=O)C1(O)CCC2C3CC(C)C4=CC(=O)C=CC4(C)C3(F)C(O)CC21C (configuration not stated)	7	1
CC(Sc1nnc(NC2CC2)s1)C(=O)Nc1ccc(N2CCOCC2)cc1 (configuration not stated)	2	1
C[n+]1c2cc(N)ccc2cc2ccc(N)cc21	33*	18&12
O=c1sc2ccccc2n1COc1ccccc1	2	0
O=C(Nc1ccc(-c2cscn2)cc1)C1CCCN(Cc2ccc(CO)o2)C1 (configuration not stated)	-3	-10
CCOC(=O)Cc1csc(SCC(=O)Nc2ccc(C)cc2F)n1	-2	-4
CC(OC(=O)CSc1ccccc1)C(=O)NC1CCCCC1C (configuration not stated)	7	8
COC(=O)CN(C#N)c1nc(NCc2ccccc2)nc(OC)n1	5	12
CCCCCCCCNS(=O)(=O)CCNCCc1ccccc1	9	-9
CCN(CC(=O)Nc1ccc(OC)cc1)C(=O)c1ccc2c(c1)NC(=O)CS2	-1	1
O=C(O)C(c1ccccc1)C(O)c1ccc2c(c1)OCO2 (configuration not stated)	3	1
CCNc1nnc(SCC(=O)c2cc(C)n(C3CC3)c2C)s1	7	12
C=Cc1cc2c(cc1O)CCC1C2CCC2(C)C(O)CCC12 (configuration not stated)	9	11
CC1CCC2C(=O)N(c3cc(Cl)ccc3OC(=O)c3ccco3)C(=O)C2C1 (configuration not stated)	2	-3
CCOC(=O)c1c(NC(=O)CN2C(=O)N(C)C3(CCCCC3)C2=O)sc(C(=O)N(C)C)c1C	-4	6
CCC(C)Cn1cnc2c(Sc3c([N+](=O)[O-])ncn3C)nc(N)nc21 (configuration not stated)	2	-4
COC(=O)[C@H](Cc1ccc(O)cc1)NCCCn1cnc(C(=O)Nc2ccc(C)c(C)c2)n1	3	4
Cn1c(=O)c(C(=O)NC2CCCCCC2)c(O)c2ccccc21	11	-8
COc1ccccc1CC(=O)Nc1cc(C)ccn1	4	-4
CC(C)C[C@H]1CNC(=S)N1CC1CCN(CC2CCC(C(C)(C)C)CC2)CC1 (some centres not stated)	4	-7
CN(Cc1ccccc1)C(=O)c1cccc(NC(=O)Cc2ccc(NC(=O)C3CCCN(C(=O)CCc4ccccc4)C3)cc2)c1 (configuration not stated)	-4	-4
CCOC(=O)C1CCCN(C(=O)c2cccc(S(=O)(=O)N(C)c3ccc(OC)cc3)c2)C1 (configuration not stated)	1	0
CN(C(=O)c1ccc(NC(=O)Cc2ccc(NC(=O)C3CCCN(C(=O)C4CCC4)C3)cc2)cc1)C1CCCC1 (configuration not stated)	6	2
CC(=NNC(=O)c1ccncc1)c1cccc(Cl)c1	7	3
COC1CC(C)C(OC)c2cc(O)cc(c2O)NC(=O)C(C)=CC=CC(C)C(OC(N)=O)C(C)=CC(C)C1OC (configuration not stated)	3	-5
COc1ccc2c(Cl)c(C(=O)OCC(=O)c3ccc4c(c3)NC(=O)CO4)sc2c1Cl	-7	-7
Cc1ccc(S(=O)(=O)c2nc(-c3ccccc3)oc2NCCCN2CCOCC2)cc1	5	-5
COc1cc2c(cc1NC(=O)C(F)(F)F)-c1ccc(NC(=O)C(F)(F)F)cc1C2	4	5
O=c1c(Cl)c(Cl)cnn1Cc1nnc(-c2ccc(Cl)cc2)o1	10	26
COc1ccc(CC(=O)N2CCc3ccccc3C2)cc1	4	0
O=C1C(Cl)=C(NCCc2ccccc2)C(=O)c2ccccc21	40*	30*
Nc1ccc(NC(=S)Nc2ccccc2)cc1	1	0
Cc1cc(C)c(S(=O)(=O)N/N=C/c2ccc([N+](=O)[O-])o2)c(C)c1	4	8
Oc1[nH]c2ccccc2c1N=Nc1ccccc1Cl	9	-4
O=C(NNC(=O)C1COc2ccccc2O1)c1ccccc1O (configuration not stated)	13	2
COc1cccc(CC(=O)Nc2ccc(N3CCOCC3)c(S(=O)(=O)Nc3ccccc3OC)c2)c1	4	-3
COc1ccc(C(=O)N2CCN(c3ccccc3)CC2)cc1S(=O)(=O)NC1CC1	7	-3
O=C(Cc1ccc(Cl)cc1)Nc1ncc([N+](=O)[O-])s1	3	10
CCCCNc1ccc2c3c(cccc13)C(=O)N(CCCC)C2=O	31*	34*
Clc1nc(Cl)c2ncn(-c3ccccc3)c2n1	-5	5
ON(CCc1ccccn1)Cc1ccccc1	7	6
CC1CC2(C)C(=CC1=O)CCC1C2C(O)CC2(C)C1CCC2(O)C(=O)CO (configuration not stated)	0	0
O=C(COC(=O)/C=C/c1c(F)cccc1Cl)NCC1CCCO1 (configuration not stated)	2	7
Cc1ccc(S(=O)(=O)NCC(c2ccccc2)N2CCN(c3ccc(F)cc3)CC2)cc1 (configuration not stated)	9	1
CCN(CC)S(=O)(=O)c1ccc2[nH]c(=O)c3ccccc3c2c1	1	-3
COc1ccccc1CSc1nc2c(c(=O)n(C)c(=O)n2C)n1C	0	7
Cc1nc2c(O)c3c(c(O)c2nc1C)C1C=CC3CC1	4	2
O=C1C2C3C=CC(C3)C2C(=O)N1c1ncc([N+](=O)[O-])s1 (configuration not stated)	6	4
COC(=O)c1ccc(NC(=O)CCCN2C(=O)NC(C)(C)C2=O)cc1	2	7

Next section
SMILES	PAFAH1B3 inh	PAFAH2 inh
c1ccc2c(c1)nc1n2C2(N3CCOCC3)CCCC2C1N1CCOCC1 (configuration not stated)	6	-5
CCC(C)Oc1ccc(C(=O)Nc2ccc(CN3CCOCC3)cc2)cc1 (configuration not stated)	6	2
Cn1cnc([N+](=O)[O-])c1S(=O)(=O)Nc1ccccc1	12	5
CSc1nc(NC(C)=O)nc(C)c1Cl	-1	7
Cc1ccc(NC(=O)N(C)c2ccccc2)cc1	3	1
NS(=O)(=O)c1ccc(N2C(=O)C3C4CC(C(Br)C4Br)C3C2=O)cc1 (configuration not stated)	8	4
O=C(O)CCCC1(C(=O)O)CCCC1	2	2
S=c1[nH]nc(SCc2ccccc2)c2[nH]cnc12	1	0
CC(=O)c1cc(C)c(OCc2cn(CC(=O)c3ccc(O)cc3)nn2)c(C)c1	4	1
c1ccc(-c2nnsc2-c2nc3ccccc3[nH]2)cc1	9	5

A portion of the library, so the mix of outcomes need not match the whole.
